Bioassay records (PubChem BioAssay)
PHOSPHO1 block – inhibitors of human PHOSPHO1 phosphatase; inhibition, % at 13.3 µM; recombinant PHOSPHO1, absorbance phosphatase assay; 1.1% of 290,000 active; Q8TCT1; AID 1565; in the data active = inhibition above about 60%
MEKK2wt PB1 HTS – raises or lowers MEK5 binding to wildtype human MEKK2 PB1 domain; Q9Y2U5; bead flow cytometry, Alexa488-MEK5 binding to MEKK2 WT; actives lie on both sides; binding response (% of control), % at 10 µM; 1.1% of 290,000 active; AID 1531; in the data active = binding response below about 67% or above about 130%
NALP1 yeast inh – blocks the NALP1 inflammasome reconstituted in yeast | S. cerevisiae NALP1/ASC/caspase-1 growth, X-gal OD620, 72 h | inhibition, % at 10 µM | 0.61% of 280,000 active | AID 2071; in the data active = inhibition mostly above about 24%, no sharp cut-off; inactive = mostly below about 32%; also: some compounds called inactive have numbers as strong as hits
M18AAP inhibitor – PfM18AAP enzyme inhibition | recombinant PfM18AAP, H-Glu-NHMec fluorogenic cleavage | inhibition, % at 7.35 µM | 1.2% of 290,000 active | AID 1822;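 active = inhibition above the campaign mean inhibition over all tested compounds plus 3 SD, cut at about 28% in these data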;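 also: 0% = plate median of test compound wells and 100% = 2 mM ZnCl2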
MEKK3 PB1 HTS – raises or lowers MEK5 binding to the human MEKK3 PB1 domain; 1.4% of 290,000 active; binding response (% of control), % at 10 µM; bead-based flow cytometry, Alexa488-MEK5 binding to MEKK3; actives lie on both sides; 0 = blocked by unlabeled MEK5, 100 = vehicle; Q99759;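 active = binding response more than 3 SD above or below the average of its plate-row segment, actives on both sides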;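 also: Alexa488 bead fluorescence after subtracting the streptavidin-only scavenger bead signal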
Target sequence (Q99759 whole entry, looked up, the tested form may be a part): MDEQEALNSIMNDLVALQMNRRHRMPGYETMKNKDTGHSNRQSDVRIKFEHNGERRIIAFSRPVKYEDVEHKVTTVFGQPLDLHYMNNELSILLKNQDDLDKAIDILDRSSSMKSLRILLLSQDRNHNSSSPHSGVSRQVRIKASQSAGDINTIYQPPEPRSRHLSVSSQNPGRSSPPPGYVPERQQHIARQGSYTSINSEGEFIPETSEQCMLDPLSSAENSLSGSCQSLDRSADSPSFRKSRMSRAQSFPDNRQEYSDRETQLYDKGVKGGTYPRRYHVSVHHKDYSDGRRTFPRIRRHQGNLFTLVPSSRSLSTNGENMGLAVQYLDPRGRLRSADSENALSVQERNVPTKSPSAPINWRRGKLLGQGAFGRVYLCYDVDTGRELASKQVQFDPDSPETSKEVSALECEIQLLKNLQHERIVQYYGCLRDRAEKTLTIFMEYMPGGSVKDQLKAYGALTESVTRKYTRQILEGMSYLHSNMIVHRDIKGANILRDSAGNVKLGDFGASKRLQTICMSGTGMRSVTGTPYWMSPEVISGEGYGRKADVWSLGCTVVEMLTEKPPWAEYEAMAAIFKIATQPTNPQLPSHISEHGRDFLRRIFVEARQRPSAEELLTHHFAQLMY
OXTR agonist – agonists of human oxytocin receptor; CHO-OTR cells, Fluo-8 calcium fluorescence; normalized: DMSO 0%, oxytocin 100%; activation, % at 3 µM; 0.32% of 320,000 active; AID 2435;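 active = activation above the mean of all tested compounds plus 3 SD, cutoff set per screening run, cut at about 20% in these data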;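 also: peak over basal fluorescence ratio from a 100 s FLIPR kinetic read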
Target sequence (P30559 whole entry, looked up): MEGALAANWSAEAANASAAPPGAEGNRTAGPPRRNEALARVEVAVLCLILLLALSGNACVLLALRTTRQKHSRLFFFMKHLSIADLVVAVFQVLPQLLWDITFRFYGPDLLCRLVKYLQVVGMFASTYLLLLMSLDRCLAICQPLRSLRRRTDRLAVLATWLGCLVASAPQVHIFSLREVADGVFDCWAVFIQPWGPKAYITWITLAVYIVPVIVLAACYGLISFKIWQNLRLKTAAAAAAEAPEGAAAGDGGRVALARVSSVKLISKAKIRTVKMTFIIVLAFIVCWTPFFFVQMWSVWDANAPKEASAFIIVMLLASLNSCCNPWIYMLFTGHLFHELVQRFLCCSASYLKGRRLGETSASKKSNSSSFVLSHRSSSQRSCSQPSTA
GPR7 antagonist – human neuropeptides B/W receptor 1 antagonism; P48145; GPR7-expressing cells, fluorescence antagonist assay; inhibition, % at 4.4 µM; 1.1% of 290,000 active; in the data active = inhibition above about 16%, passing the limit was not always enough;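 also: cells stimulated with the agonist NPW; 0% = agonist with vehicle and 100% = vehicle without agonist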
DNA FID counter – counter-screen for HCV NS3 helicase inhibitors: DNA intercalator displacement; DNA fluorescent intercalator displacement, fluorescence; inhibition, % at 7.9 µM; 0.17% of 290,000 active; in the data active = inhibition above about 37%;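 also: 0% = vehicle and 100% = reference compound; higher means more ethidium bromide displaced from hairpin DNA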
MEKK2mut PB1 HTS – signal of MEK5 binding to mutant human MEKK2 PB1 domain; 0.35% of 290,000 active; bead flow cytometry, Alexa488-MEK5 binding to MEKK2 mutant; percent response, % at 10 µM; in the data active = percent response above about 24%, passing the limit was not always enough; also: inactives centre near 1; some results filed as inactive read as strong as hits; reference of the scale not given here
* marks the source's active call; other numbers are inactive results; x = no result given. No enrichment for hits, and some 6.2% of all compounds hit somewhere here.

SMILES	PHOSPHO1 block	MEKK2wt PB1 HTS	NALP1 yeast inh	M18AAP inhibitor	MEKK3 PB1 HTS	OXTR agonist	GPR7 antagonist	DNA FID counter	MEKK2mut PB1 HTS
C1CCCCCC2(CCCCC1)OCC(CN1CCOCC1)O2 (stereo unspecified)	-10	104	54*	-1	101	-1.3	-7	0	18
Cn1c(=O)c2ccccc2n(CC(=O)NCCC2=CCCCC2)c1=O	10	98	17	7	99	1.5	-13	-12	-1
Nc1nc(SCc2nc3scc(-c4cccs4)c3c(=O)[nH]2)n[nH]1	24	95	1	10	93	0.8	-6	-1	-16
COc1ccc(OCC(=O)NNC(=O)c2cccc(O)c2)cc1	-31	113	1	8	103	0.5	-15	-2	13
Cc1cc(NCC(c2ccccc2)c2ccccc2)n2ncnc2n1	43	96	9	-7	98	-2.2	8	-32	3
COc1cccc(/C=N/NC(=O)c2cc(-c3cccn3C)n[nH]2)c1	45	99	6	10	104	0.3	12	-8	1
COc1cccc(C(O)c2nc3ccccc3n2C(C)C)c1OC (stereo unspecified)	46	104	26	3	108	1.7	17	-15	2
O=C(NC(NC(=S)Nc1cc(Cl)ccc1Cl)C(Cl)(Cl)Cl)c1ccco1 (stereo unspecified)	-3	102	-11	-5	103	11	-27	-2	1
Cc1ccc(C(=O)CN2CCC(NC(=O)C3CCCCC3)CC2)cc1	6	102	12	-5	100	-0.7	0	-7	2
Cc1ccc(-n2c(-c3cccs3)nc3nc4ccccc4nc32)cc1	17	91	28	-1	122	-0.7	-13	0	-1
O=C(c1ccco1)N(Cc1ccco1)c1ccc(O)cc1	17	103	11	-3	99	0.4	-11	1	0
Cc1nnc(SCC(=O)Nc2cc(S(=O)(=O)N3CCCC3)ccc2Cl)s1	5	95	x	-5	89	2.1	-6	-14	-5
O=C(c1ccccc1F)N1CCN(c2ccc([N+](=O)[O-])c3ncccc23)CC1	-5	104	29	-3	107	6.7	-2	-26	-1
COc1cccc(NC(=O)C2CCC(CNC(=O)[C@@H]3Cc4ccccc4CN3)CC2)c1 (stereo partly specified)	44	103	27	-8	99	0.8	5	14	0
CC(C)OC(=O)Cn1cc(C#N)c2ccccc21	24	88	-6	0	96	-0.6	8	6	-8
Cc1cc(=O)[nH]c(N/N=C/c2cc(C)n(-c3ccccc3)c2C)n1	15	91	14	8	92	3.1	1	-20	-12
COc1cccc(/C=C2\SC(=S)N(N3C(=O)CCCC3=O)C2=O)c1	38	87	2	20	82	-1.7	5	-9	-7
Cc1cc(C)nc(SC(C(=O)O)c2ccccc2)n1 (stereo unspecified)	7	96	-1	4	94	-0.9	-1	2	-1
CCOc1ccc2c(c1)C(=NNC(=O)c1ccncc1)c1cc(OCC)ccc1-2	-10	101	20	-5	104	-1.1	-6	-5	9
COc1ccccc1/C=N/NC(=O)c1ccc2c(c1)OCO2	3	101	16	-8	98	0.8	-15	-3	4
CCOC(=O)C[C@H]1c2ccccc2S(=O)(=O)N1Cc1ccc(Cl)cc1	x	106	x	x	101	4.5	x	x	4
COc1ccccc1-c1cc(-c2cc(Cl)ccc2O)n[nH]1	-6	100	26	2	102	0.6	-10	-1	2
CN(C)c1ccc(/C=N/N2CCN(Cc3ccccc3Cl)CC2)cc1	25	113	-7	0	108	0.3	-15	-3	10
CC1CCN(c2c(NCc3ccc(C(=O)N4CCN(C5CCCCC5)CC4)cc3)c(=O)c2=O)CC1	-14	98	6	7	103	0.0	8	-1	-3
CCCn1nnc2c(=O)oc3ccccc3c21	3	100	38	6	98	-0.8	-22	-7	-1
Cc1cc(Cl)ccc1OCC(=O)Nc1ccc2oc(=O)ccc2c1	24	100	17	5	101	3.0	13	-15	-2
CN(CCc1ccccn1)C(=O)CCNC(=O)Cn1cnc2ccccc2c1=O	-11	100	x	0	96	-0.2	-4	-5	-2
COc1ccc(N2CC(C(=O)Nc3ccc4c(c3)OCO4)CC2=O)cc1 (stereo unspecified)	6	89	36	3	96	-0.6	0	-4	-9
[O-]/C(=C(\C(=S)Nc1cccc2ccccc12)[n+]1cccc(CO)c1)c1ccc(Cl)s1	-66	80	17	-5	93	x	-8	-2	-14
CCCCn1c(NS(=O)(=O)c2ccccc2)c(S(=O)(=O)c2ccc(C)cc2)c2nc3ccccc3nc21	-14	92	8	12	104	-0.4	31*	-5	19
O=C(Cn1nnc2ccccc2c1=O)N[C@@H](Cc1c[nH]c2ccccc12)C(=O)O	0	72	29	-9	83	-0.3	-6	-16	-2
CC1CCCN(c2ccc(C(=O)NCc3ccco3)cc2[N+](=O)[O-])C1 (stereo unspecified)	13	92	39	1	94	-2.8	0	-12	-2
O=C(COc1ccc2ccccc2c1Br)N1CCN(c2ccccn2)CC1	-25	93	0	-11	90	1.3	-4	-4	0
CN1C(=O)C(CC(=O)Nc2ccc(F)cc2)N(CCCc2ccccc2)C1=S (stereo unspecified)	23	96	16	2	93	14	26*	-8	-1
COc1ccc(C(OC(=O)c2ccco2)C(=O)NC2CCCCC2)cc1 (stereo unspecified)	-15	99	-11	-16	106	-0.4	-2	-1	1
CCOc1ccc(CNC(=O)C(C)n2ccc3cc(S(=O)(=O)N4CCCC4)ccc32)cc1 (stereo unspecified)	54	100	10	3	99	-0.8	-4	-42	4
Clc1nc(N2CCOCC2)ncc1Br	15	-4.0*	11	-4	91	0.8	1	0	2
CC1(c2nnc(-c3cccc(Cl)c3)o2)CC(c2ccc(F)cc2)=NO1 (stereo unspecified)	x	105	x	x	108	-0.4	x	x	4
COc1cc(OC)cc(C(=O)N2CCN(c3ccccc3F)CC2)c1	-3	x	9	-2	x	-1.0	11	-20	x
CCOc1ccc(C(=O)NCCc2ccc3c(c2)OCCO3)cc1	16	108	-3	7	117	3.2	-6	-5	0
CCn1c(SCC(=O)NNC(=S)Nc2ccc(C)cc2)nnc1-c1ccc(Cl)cc1	1	111	12	1	134*	-1.5	-4	-37	1
COc1cc(NC(=S)Nc2cccc(C)n2)cc(OC)c1OC	51	99	-22	-4	96	-2.1	-5	-23	2
Cc1cc(C)c(S(=O)(=O)c2cc(F)ccc2C)c(Cl)n1	26	100	15	-1	102	-2.2	-9	-13	2
COc1ccc(NC(=O)CSCC(=O)NCCc2ccccn2)cc1	40	96	14	-5	95	-0.1	-10	8	-1
COc1ccc(CNC(=O)COC(=O)c2cncc(Br)c2)cc1	2	95	-2	0	101	-1.2	2	-11	-2
O=C(Cc1ccc(-n2c(=O)c3sccc3n(Cc3ccc(F)cc3)c2=O)cc1)NCc1ccco1	-11	117	29	10	113	0.9	4	-15	5
O=C(COc1ccccc1)Nc1ccc([N+](=O)[O-])cc1	-5	97	27	-3	106	0.7	-2	5	-1
c1ccc(-c2nccc(-c3ccco3)n2)nc1	26	80	-10	10	74	-0.5	15	-4	-6
CCN(C(=O)c1cc(Cl)ccc1OC)C1CCCCC1	20	99	8	-4	103	-2.6	-3	-20	1
O=c1c2nnn(-c3ccc(Br)cc3)c2ncn1Cc1ccccn1	42	101	-6	3	106	1.3	-7	-3	-5
CC(C)(C)n1cnc2cc(NC(=O)c3ccco3)ccc21	2	93	7	-3	99	1.4	1	-5	-7
O=C(NCC1CCCCC1)c1cc([N+](=O)[O-])ccc1Cl	19	93	18	0	87	-1.3	-3	-1	-11
COc1ccccc1NC1CCCCC1NS(=O)(=O)c1ccccc1 (stereo unspecified)	9	100	24	8	104	-1.5	1	-13	2
N#Cc1c(NC(=O)c2cccnc2)sc2c1CCC2	15	107	-6	-3	101	0.4	-2	-6	5
CCC1(c2ccc(F)cc2)NC(=O)N(CC(=O)Nc2ccc(C(N)=O)cc2)C1=O (stereo unspecified)	2	97	15	-1	102	0.2	-4	-4	-3
CCCCn1c(SCC(=O)NCc2ccco2)nc2c1c(=O)n(C)c(=O)n2C	-2	102	-8	3	99	-0.7	-14	-12	2
CCN(CC)c1ccc(/C=N/NC(=O)Cc2nnc(NC(=O)Nc3ccccc3)s2)cc1	-8	103	22	6	121	-0.6	-19	-8	0
COC(=O)c1nc2ccc(N3CCOCC3)cc2c(C)c1C(=O)OC	42	95	-5	-4	99	-0.3	-8	-16	-6
COc1ccc(NC(=O)CSc2ccccc2)c([N+](=O)[O-])c1	22	103	11	-1	100	-3.0	-8	6	-1
CC(C)c1ccc(C(=O)CC2(O)C(=O)N(CN3CCOCC3)c3ccccc32)cc1 (stereo unspecified)	24	95	15	-12	89	-0.7	-9	-18	-4

Another view of part of the listing above.
Results follow in this order: PHOSPHO1 block, MEKK2wt PB1 HTS, NALP1 yeast inh, M18AAP inhibitor, MEKK3 PB1 HTS, OXTR agonist, GPR7 antagonist, DNA FID counter, MEKK2mut PB1 HTS
CCC1(c2ccc(F)cc2)NC(=O)N(CC(=O)Nc2ccc(C(N)=O)cc2)C1=O (stereo unspecified)
 : 2, 97, 15, -1, 102, 0.2, -4, -4, -3
CCN(CC)c1ccc(/C=N/NC(=O)Cc2nnc(NC(=O)Nc3ccccc3)s2)cc1
 : -8, 103, 22, 6, 121, -0.6, -19, -8, 0
CCCCn1c(SCC(=O)NCc2ccco2)nc2c1c(=O)n(C)c(=O)n2C
 : -2, 102, -8, 3, 99, -0.7, -14, -12, 2
O=c1c2nnn(-c3ccc(Br)cc3)c2ncn1Cc1ccccn1
 : 42, 101, -6, 3, 106, 1.3, -7, -3, -5
COC(=O)c1nc2ccc(N3CCOCC3)cc2c(C)c1C(=O)OC
 : 42, 95, -5, -4, 99, -0.3, -8, -16, -6
CC(C)(C)n1cnc2cc(NC(=O)c3ccco3)ccc21
 : 2, 93, 7, -3, 99, 1.4, 1, -5, -7

The results go on.
SMILES	PHOSPHO1 block	MEKK2wt PB1 HTS	NALP1 yeast inh	M18AAP inhibitor	MEKK3 PB1 HTS	OXTR agonist	GPR7 antagonist	DNA FID counter	MEKK2mut PB1 HTS
CCC(C)(C)NC(=O)C(c1cccc(OC)c1)N(C(=O)CNC(=O)c1cccs1)c1cccnc1 (stereo unspecified)	15	102	9	-3	103	1.7	-14	-31	-1
Cc1ccc(OCCNC(=O)/C=C/c2ccco2)cc1C	16	89	8	-18	91	-1.9	2	-17	-5
COc1ccccc1OCCCCCNCCO	-1	103	-2	0	100	-0.5	-3	-4	7
Cc1nn(C)cc1S(=O)(=O)Nc1ccc2c(c1)OCCO2	30	97	6	-3	103	0.4	-14	-3	0
Fc1cc2[nH]cnc2cc1Cl	-4	101	-3	-11	99	-0.4	-13	-1	6
OCCN(Cc1ccccc1)CC1CC=CCC1 (stereo unspecified)	2	94	33	-4	87	0.0	-2	5	-3
O=C(NCc1ccc(F)cc1)c1cc2n(n1)C(C(F)(F)F)CC(C1CC1)N2 (stereo unspecified)	-9	101	-16	-7	101	0.3	-2	-23	12
Cc1csc(NC(=O)Cn2nc(C)c([N+](=O)[O-])c2C)n1	10	95	-3	-7	98	-1.1	3	-1	-7
COc1cccc(-n2c(C)nc3cc(C(=O)O)ccc32)c1	6	106	30	-4	105	0.5	-1	-3	4
CCOc1ccc(C(=O)NCC(=O)OCC(=O)NC2CCCC2)cc1	24	105	10	-5	104	-0.7	-1	-6	-2
O=C(c1ccoc1)N1CCC2(CCCN(Cc3ccc(F)c(F)c3)C2)C1 (stereo unspecified)	47	103	-2	2	101	x	-4	-7	3
CN(C(=O)c1cc(S(=O)(=O)N2CCOCC2)cs1)c1ccccc1	53	97	-8	7	98	0.1	-11	-14	3
O=C(CCc1ccccc1)Nc1ccc(S(=O)(=O)N2CCOCC2)cc1	32	97	x	-15	91	3.1	6	-5	-9
COc1cccc(NC(=O)Cn2c(=O)n(CC3CCCO3)c(=O)c3ccccc32)c1 (stereo unspecified)	8	93	-4	5	93	-0.8	-7	-9	1
C/C(=N\NC(=O)c1cccnc1)c1ccc(Br)cc1	35	102	-1	2	102	-1.4	-11	-6	19
